Luc counter = blocks Kinase-Glo luciferase, a counter-screen artifact; Q27757; Kinase-Glo luciferase, ATP luminescence, 8 min; Potency, µM (highest dose often 38.3 µM), for the others: at the highest dose activity change, negative = inhibition, actives largely listed as inhibitors; 200,000 tested, 0.28% active; AID 1379; further: potency means the concentration at half of the fitted maximal effect; on the % scale 0 is the no-effect control and ±100 the full control effect; nearly all actives have a fitted effect of over 60% in size
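Inhibition of Kinase-Glo luciferase light generation was assessed at 10 uM ATP in pH 7.2 imidazole buffer, with luminescence measured after eight minutes at ambient temperature.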
HTT aggregate = inhibitors of mutant huntingtin aggregate formation in PC12 cells | PC12 HttQ103-GFP aggregates, Acumen cytometry, 40 h | Potency, µM (doses to about 46.1 µM), for inactives: at the top dose activity change, negative = inhibition, hits mostly inhibitors | 220,000 tested, 1.1% active; further: potency means the concentration at half of the fitted maximal effect; on the % scale 0 is the no-effect control and ±100 the full control effect; nearly all actives have a fitted effect of over 60% in size
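Steps: seed 1500 PC12 HTTQ103-GFP cells/well; add tebufenozide, 100 nM final; add compound titration; add ATPLite reagent; quantify GFP aggregates by laser scanning cytometry.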
CBFb-RUNX1 inh = inhibitors of human CBF-beta and RUNX1 interaction; 230,000 tested, under 10 active; AlphaScreen CBFb-His/RUNX1-biotin binding, biochemical; Potency, µM (doses to about 59.8 µM), without a hit: top-dose activity, negative = inhibition, most hits filed as inhibitors; AID 1477; Q01196+Q13951; further: % of control where 0% means no effect
Target sequence (Q01196 whole entry, looked up): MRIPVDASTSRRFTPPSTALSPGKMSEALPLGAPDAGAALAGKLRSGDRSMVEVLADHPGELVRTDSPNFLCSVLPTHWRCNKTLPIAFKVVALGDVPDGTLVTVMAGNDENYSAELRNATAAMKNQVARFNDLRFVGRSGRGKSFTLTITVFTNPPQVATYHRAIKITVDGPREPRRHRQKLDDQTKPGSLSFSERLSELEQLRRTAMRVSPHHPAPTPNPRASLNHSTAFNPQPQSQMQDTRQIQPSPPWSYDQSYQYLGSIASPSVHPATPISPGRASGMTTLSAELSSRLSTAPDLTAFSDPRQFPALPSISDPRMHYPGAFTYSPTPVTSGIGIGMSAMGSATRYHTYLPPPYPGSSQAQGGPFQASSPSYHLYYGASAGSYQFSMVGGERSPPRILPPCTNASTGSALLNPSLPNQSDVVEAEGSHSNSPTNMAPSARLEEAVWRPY
Target sequence (Q13951 whole entry, looked up): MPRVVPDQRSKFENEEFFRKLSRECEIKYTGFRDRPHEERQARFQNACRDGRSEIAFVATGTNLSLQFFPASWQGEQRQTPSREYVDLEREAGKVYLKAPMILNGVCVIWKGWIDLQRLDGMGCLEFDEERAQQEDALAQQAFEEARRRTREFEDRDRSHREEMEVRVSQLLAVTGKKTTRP
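AlphaScreen binding: CBFb-His and RUNX1-biotin (30 nM each) preincubated 20 min, compound added for 15 min, then nickel and streptavidin beads for 90 min, all at room temperature. Disruption of the interaction by any mechanism counts as activity.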
Epigenetic reg = epigenetic control regulation, reporter derepression; murine LDR cells, GFP reporter derepression, 30 h; Potency, µM (doses to about 53.9 µM), for the others: top-dose GFP activation, hits mostly activators; 280,000 tested, 0.2% active; further: potency means the concentration at half of the fitted maximal effect; % of control where 0% means no effect; nearly all actives have a fitted effect of over 60% in size
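Readout is the number of GFP-expressing murine LDR cells, counted by cytometry following washing. Cells were treated with compound for 30 h at 37 C; the stably integrated CMV-GFP locus is normally silent.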
NPSR antag = antagonists of human neuropeptide S receptor cAMP signaling. AID 1461. 220,000 tested, 1% active. Q6W5P4. CHO-NPSR cells, cAMP TR-FRET, antagonist mode. Potency, µM (top dose mostly 38.3 µM), for the others: at the top dose activity change, negative = inhibition, usual class: inhibitors; further: potency means the concentration at half of the fitted maximal effect; on the % scale 0 is the no-effect control and ±100 the full control effect; nearly all actives have a fitted effect of over 50% in size; many of its hits are not listed in these tables
Target sequence (Q6W5P4 whole entry, looked up): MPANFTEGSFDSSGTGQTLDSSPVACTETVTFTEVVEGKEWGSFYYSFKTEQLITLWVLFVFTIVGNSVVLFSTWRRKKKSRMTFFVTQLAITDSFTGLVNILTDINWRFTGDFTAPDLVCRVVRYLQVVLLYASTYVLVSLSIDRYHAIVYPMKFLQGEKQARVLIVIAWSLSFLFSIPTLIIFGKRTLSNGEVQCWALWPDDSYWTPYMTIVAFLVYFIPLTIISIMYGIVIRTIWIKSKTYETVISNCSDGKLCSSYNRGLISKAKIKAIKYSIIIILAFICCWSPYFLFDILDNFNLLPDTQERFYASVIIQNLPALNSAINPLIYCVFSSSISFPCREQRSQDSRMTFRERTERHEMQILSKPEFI
IMPase Li inh = IMPase inhibition in cells with lithium potentiation; CHO-M1 cells, IP1 TR-FRET (IP-One), carbachol + lithium; Potency, µM (doses to about 59.4 µM), for inactives: at the top dose activity, negative = IMPase inhibition, actives largely listed as inhibitors; 210,000 tested, 0.35% active;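 further: IP1 builds up when IMPase is blocked and the TR-FRET signal falls; potency means the concentration at half of the fitted maximal effect; plate controls were basal vehicle for no effect and high inhibitor control for full effect; nearly all actives have a fitted effect of over 50% in size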
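Readout is a homogeneous TR-FRET IP1 immunoassay (Ex 320, Em 665 and 620), where raised cytosolic IP1 lowers signal. Cells were CHO-M1 treated 30 min at 37C with test compounds plus a little lithium; AC50 values came from Hill-equation fitting.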
Lamin A splicing = LMNA splicing modulation. Potency, µM (highest dose often 46.1 µM), inactives show at the top dose ratio change, negative = inhibition, hits mostly inhibitors. AID 1487. HeLa LMNA splicing GFP/RFP minigene ratio, 48 h. 200,000 tested, 0.01% active; active means well fitted inhibition curve with a large enough effect in the signal ratio, with a control signal flat, not every such curve was filed as active; inconclusive means small, poorly fitted or top-dose-only effect, or effect the other way, or a change in a side signal; the % refers to the signal ratio; further: potency means the concentration at half of the fitted maximal effect; on the % scale 0 is the no-effect control and ±100 the full control effect
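Read-out is the ratio of GFP to DsRed2 object intensity, acquired by 488 nm laser-scanning cytometry on HeLa lamin A-EGFP minigene reporter cells. Compound incubation 48 hrs at 37 °C in Opti-MEM with 2% FBS; DMSO 0.5% final.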
Starred values were filed as active, the others as inactive; ? = inconclusive; . = not tested or not shown; [ ] = another dose, or the depositor's remark. Unless noted, the call rests on the fitted dose curve; in most records, active means well fitted curve in the direction sought with a large enough effect; inconclusive means small, poorly fitted or top-dose-only effect, or another doubt; inactive means no such curve, though single readings can be large; an effect the other way counts as inactive or inconclusive.

entry	Compound	Luc counter	HTT aggregate	CBFb-RUNX1 inh	Epigenetic reg
1	CCOC(=O)N1CCN(CCC(=O)Nc2ccc(C)c(Br)c2)CC1	0%	?	2%	-1.0%
2	CCCc1cc(=O)[nH]c(SCC(=O)N2CCN(S(=O)(=O)c3ccc(Cl)cc3)CC2)n1	-2%	-12%	2%	0.0%
3	Cc1ccc(C(=O)/C=C/N(C)C)cn1	.	2%[9.22 µM]	6%	0.1%
4	Cc1nc2c(C#N)c(C)[nH]n2c(=O)c1Cc1ccccc1	-4%	-15%	1%	-1.1%
5	Cc1ccc(OCC(=O)N(Cc2ccccc2)C(C)(C)C)c([N+](=O)[O-])n1	6%	4%	1%	0.0%
6	COc1cc2cnncc2cc1OC	1%	-8%	4%	-1.8%
7	O=C(NCc1ccccc1)c1csc2c1CCCC2	3%	-13%	4%	1.0%
8	Cc1cc(Nc2ccccc2)nn1C(=O)c1ccc([N+](=O)[O-])cc1	2%	-3%	?	-1.0%

entry	NPSR antag	IMPase Li inh	Lamin A splicing
1	-2%[46.1 µM]	9%[38.3 µM]	?
2	-3%	5%	0%
3	-10%	.	.
4	-17%[46.1 µM]	-6%[38.3 µM]	-5%
5	9%	5%	1%
6	-7%[46.1 µM]	6%	-3%
7	-36%	-4%	23%[9.22 µM]
8	-13%[46.1 µM]	17%	-2%

Additional records:
entry	Compound	Luc counter	HTT aggregate	CBFb-RUNX1 inh	Epigenetic reg
9	O=C(O)CCNS(=O)(=O)c1cccc(Br)c1	.	-8%[9.22 µM]	7%	-3.2%
10	Cc1cc(=O)[nH]c(SCC(=O)Nc2ccccc2C#N)c1C#N	-1%	-5%	-4%	-0.8%
11	CCC(c1nnnn1Cc1ccc2c(c1)OCO2)N1CCN(c2ccccc2)CC1 (configuration not stated)	2%	-15%	1%	1.0%
12	COc1cc2c(cc1NC(=S)NC(=O)/C=C/c1ccco1)oc1ccccc12	1%	-7%	-2%	?
13	CCC(C)c1ccc(NC(=O)C/C(C)=N/NC(=O)c2cnccn2)cc1 (configuration not stated)	0%	7%	-5%	-1.0%
14	COc1ccc(C)cc1S(=O)(=O)N(CC(=O)Nc1cccc([N+](=O)[O-])c1)c1ccc(C)c(C)c1	0%	-9%	-15%	1.3%
15	Cc1c(NC(=O)COC(=O)Cc2ccc(Cl)cc2)c(=O)n(-c2ccccc2)n1C	-2%	-7%	1%	0.8%
16	CC1(c2ccc(Cl)cc2)NC(=O)N(CC(=O)N2CCCC2)C1=O (configuration not stated)	-1%	7%	0%	0.0%

entry	NPSR antag	IMPase Li inh	Lamin A splicing
9	14%	.	.
10	-4%[46.1 µM]	20%[38.3 µM]	-9%
11	-30%[46.1 µM]	48%[activator][38.3 µM]	-8%
12	-6%	0%	-12%
13	13%	-5%	-4%
14	-15%	1%	8%
15	7%[7.67 µM]	-2%[38.3 µM]	-6%
16	-11%[46.1 µM]	-8%[38.3 µM]	5%

Random excerpt: 2 compounds from above.
entry	Compound	Luc counter	HTT aggregate	CBFb-RUNX1 inh	Epigenetic reg
9	O=C(O)CCNS(=O)(=O)c1cccc(Br)c1	.	-8%[9.22 µM]	7%	-3.2%
14	COc1ccc(C)cc1S(=O)(=O)N(CC(=O)Nc1cccc([N+](=O)[O-])c1)c1ccc(C)c(C)c1	0%	-9%	-15%	1.3%

entry	NPSR antag	IMPase Li inh	Lamin A splicing
9	14%	.	.
14	-15%	1%	8%

Other entries follow:
entry	Compound	Luc counter	HTT aggregate	CBFb-RUNX1 inh	Epigenetic reg
17	CSc1ccc(C(=O)NCC(=O)O)cc1[N+](=O)[O-]	.	-2%[9.22 µM]	-1%	-1.0%
18	O=C1NC(c2ccc(-c3ccccc3[N+](=O)[O-])o2)C(C(=O)c2ccc(F)cc2)C(O)(C(F)(F)F)N1 (configuration not stated)	-2%	15%	-12%	1.1%
19	O=C(c1cnn2c(C(F)(F)F)cc(-c3ccccc3)nc12)N1CCOCC1	-1%	14%	4%	-0.7%
20	COc1ccc2nc(Nc3nc(-c4cc5ccccc5oc4=O)cs3)sc2c1	-3%	0%	13%	4.5%
21	O=C1CN(C(=O)/C=C/c2ccc(Cl)cc2)c2ccccc2N1	2%	13%	2%	8.9%
22	O=C(COC(=O)c1cc(F)cc(F)c1)Nc1cccnc1Cl	.	6%	3%	2.6%
23	COc1cc2c(C#N)c(N3CCCCC3)nc(N)c2c(N)n1	10%	11µM*	5%	-0.2%
24	CCCn1c(=O)c2ccccc2n2c(SCCOc3ccc(C)cc3)nnc12	1%	1%	9%	-1.4%

entry	NPSR antag	IMPase Li inh	Lamin A splicing
17	-15%	.	.
18	-29%	-3%	?
19	-8%[46.1 µM]	2%[38.3 µM]	4%
20	12%	0%	?
21	-12%	8%	-6%[46 µM]
22	11%	-10%	.
23	-8%[46.1 µM]	-11%[38.3 µM]	0%
24	-11%[46.1 µM]	13%[38.3 µM]	11%

Additional results follow.
entry	Compound	Luc counter	HTT aggregate	CBFb-RUNX1 inh	Epigenetic reg
25	COC(=O)C(C)Sc1ccc2nnc(-c3ccccc3)n2n1 (configuration not stated)	1%	-2%	2%	-4.6%
26	CCCCS(=O)(=O)Nc1ccc2cn[nH]c2c1	0%	22%	3%	0.3%
27	CC(=O)OC1C(OC(C)=O)N(C(C)=O)C(=O)N1C(C)=O (configuration not stated)	-3%	12%	0%	?
28	CCN1CCN(c2ncnc3sc(C(=O)Nc4ccccc4F)c(C)c23)CC1	-1%	20%	-1%	-1.6%
29	Cc1cccc(-c2noc(CSc3ccccc3)n2)c1	0%	-6%	?	-1.1%
30	O=C(/C=C/c1cccc(Oc2ccccc2)c1)N1CCOCC1	-16%	-19%	7%	-3.6%
31	CN1/C(=C\C=Nc2cc(S(=O)(=O)N3CCOCC3)ccc2N2CCOCC2)C(C)(C)c2ccccc21	1%	13%	2%	1.1%
32	CCOc1ccccc1NC1=NCC(=O)N1Cc1ccc(F)cc1	-2%	6%	2%	-2.4%

entry	NPSR antag	IMPase Li inh	Lamin A splicing
25	-2%	0%	8%[9.22 µM]
26	-6%	-3%	.
27	13%[7.67 µM]	6%[38.3 µM]	-3%
28	5%[46.1 µM]	3%[38.3 µM]	-1%
29	-2%[46.1 µM]	17%[38.3 µM]	-2%
30	10%	13%	.
31	-10%[46.1 µM]	12%	-7%
32	-23%[7.67 µM]	-6%[38.3 µM]	5%

Down the list, from the results shown:
Nos. 26 to 31 in Luc counter read 0%, -3%, -1%, 0%, -16%, 1%
Nos. 26 to 31 in CBFb-RUNX1 inh read 3%, 0%, -1%, ?, 7%, 2%

Molecules listed so far with two or more sulfur atoms (two):
entry	Compound	Luc counter	HTT aggregate	CBFb-RUNX1 inh	Epigenetic reg
2	CCCc1cc(=O)[nH]c(SCC(=O)N2CCN(S(=O)(=O)c3ccc(Cl)cc3)CC2)n1	-2%	-12%	2%	0.0%
20	COc1ccc2nc(Nc3nc(-c4cc5ccccc5oc4=O)cs3)sc2c1	-3%	0%	13%	4.5%

entry	NPSR antag	IMPase Li inh	Lamin A splicing
2	-3%	5%	0%
20	12%	0%	?

More compounds.
entry	Compound	Luc counter	HTT aggregate	CBFb-RUNX1 inh	Epigenetic reg
33	COc1ccc(CNC(=O)C(c2ccco2)N(C(=O)Cc2cccs2)c2cccnc2)cc1 (configuration not stated)	3%	2%[9.22 µM]	1%	-3.2%
34	CCN(C(=O)Cn1c(=O)n(-c2cc(OC)c(OC)c(OC)c2)c(=O)c2ccccc21)c1cccc(C)c1	-1%	-1%	-1%	3.2%
35	O=C(O)CCCNC(=O)c1cncc(Br)c1	-7%	-1%	2%	1.1%
36	Cc1cc(C)cc(N(CC(=O)NC(C)(C)C)C(=O)CNC(=O)c2cccs2)c1	1%	-7%[9.22 µM]	-1%	-4.3%
37	CN(N)c1ccc2c(C(F)(F)F)cc(C(F)(F)F)nc2n1	-1%	-6%	23%	-4.4%
38	Cc1nc2ccc(S(=O)(=O)NC(C(=O)NCc3ccc4c(c3)OCO4)C(C)C)cc2s1 (configuration not stated)	1%	20%	1%	0.2%
39	O=C(CSc1nc2ccccc2c(=O)n1Cc1ccc(Cl)cc1)NCc1cccs1	1%	-4%	5%	0.0%
40	CCOc1ccc(C(=O)Nc2c3c(nn2C(C)(C)C)CSC3)cc1OCC	5%	?	7%	0.0%

entry	NPSR antag	IMPase Li inh	Lamin A splicing
33	-2%	0%	.
34	-6%	-2%	.
35	-4%[46.1 µM]	-9%[38.3 µM]	-1%
36	-3%	-1%	?
37	3%	-3%	.
38	-4%[46.1 µM]	-10%[38.3 µM]	3%
39	-42%	?	-16%
40	-22%[46.1 µM]	-6%	-9%

Other compounds follow.
entry	Compound	Luc counter	HTT aggregate	CBFb-RUNX1 inh	Epigenetic reg
41	c1ccn2c(c1)nc1c2nc2ccccn21	1%	-5%	-1%	0.8%
42	CC(C)Cc1nnc(NC(=O)Cc2ccc([N+](=O)[O-])cc2)s1	3%	-4%	3%	2.1%
43	O=c1c2ccccc2nnn1COc1cccc(Cl)c1	-2%	-7%	11%	0.0%
44	C(=N\Nc1nc(N2CCOCC2)nc(N2CCOCC2)n1)/c1ccco1	-1%	15%[9.22 µM]	-8%	1.9%
45	Cc1cccc(N(CC(O)CON=C2c3ccccc3-c3ccccc32)S(C)(=O)=O)c1 (configuration not stated)	17%	-32%	0%	2.7%
46	COc1cc2c3nnc(-c4ccccc4)c-3cn(Cc3ccccc3F)c2cc1OC	-4%	8%	5%	?
47	O/N=C/c1cc(Br)cs1	.	-8%[9.22 µM]	-4%	-1.6%
48	COCCNC(=O)CN(C(=O)Cn1nnc2ccccc21)c1ccc(F)c(Cl)c1	-6%	-8%	-1%	-0.1%
49	O=c1cc(CO)oc(CN2CCN(Cc3ccccc3)CC2)c1O	2%	-14%	-2%	0.7%
50	O=C(/C=C/c1ccc(-c2ccccc2[N+](=O)[O-])o1)c1ccc(F)cc1	-3%	11%	-19%	-1.1%

entry	NPSR antag	IMPase Li inh	Lamin A splicing
41	-16%[46.1 µM]	-8%[38.3 µM]	-3%
42	15%	-3%	-4%
43	-34%	12%	-12%[46 µM]
44	0%	10%	-2%[46 µM]
45	?	27%[38.3 µM]	?
46	10µM*	-3%	-8%[46 µM]
47	-12%	.	.
48	-9%[46.1 µM]	25%[38.3 µM]	10%
49	-7%[46.1 µM]	-22%[38.3 µM]	0%
50	?	11%[38.3 µM]	?

Compound activity as filed in PubChem BioAssay.

The list is partial. The share of hits here may be higher or lower than overall.
